Source: PubChem BioAssay
BoNT A protease – inhibitors of Botulinum neurotoxin A light chain protease. multiplex microsphere protease substrate cleavage, flow cytometry. inhibition, % at 10 µM. hit rate 0.17% among 360,000. AID 588499; also: plate controls were buffer without enzyme for full effect and enzyme alone for no effect
TcdB GH inh – blocks C. difficile toxin B glycohydrolase activity. inhibition, % at 9.99 µM. P18177. hit rate 0.24% among 350,000. TcdB glycohydrolase enzymatic assay, plate reader. AID 652162; in the data active = inhibition above about 10%
PfHsp40 rescue – compounds rescuing yeast from Plasmodium falciparum HSP40 toxicity; S. cerevisiae expressing PfHsp40, growth rescue, ATP luminescence; growth rescue, % at 12.5 µM; hit rate 0.68% among 340,000; AID 504582; in the data active = growth rescue above about 28%, passing the limit was not always enough; inconclusive = no clear call, values can overlap the other calls;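 also: yeast W303a lacking pdr1 and pdr3 grown in galactose medium; growth measured after three days at 30 °C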
Anthrax LF inh2 – inhibitors of Bacillus anthracis lethal factor protease; P15917; multiplex microsphere protease cleavage assay, LF; inhibition, % at 10 µM; hit rate 0.12% among 360,000; also: plate controls were buffer without enzyme for full effect and enzyme alone for no effect
CCHFV vOTU inh – blocks the CCHF virus ovarian tumor domain protease. CCHFV vOTU protease, Pep-AMC fluorescence. inhibition, % at 11.5 µM. hit rate 0.55% among 370,000. AID 651958; in the data active = inhibition above about 30%; also: 0% = vehicle wells with enzyme and 100% = no enzyme wells
BoNT-F LC inh – inhibitors of Botulinum neurotoxin F light chain protease. Multiplex microsphere protease cleavage assay, flow cytometry. inhibition, % at 10 µM. hit rate 0.22% among 360,000; in the data active = inhibition above about 35%, passing the limit was not always enough; inconclusive = no clear call, values can overlap the other calls; also: plate controls were buffer without enzyme for full effect and enzyme alone for no effect
FadD28 FP inh – blocks FadD28 binding to the bisubstrate probe | hit rate 0.22% among 360,000 | fluorescence polarization | inhibition, % at 12.5 µM; in the data active = inhibition above about 8.5%, passing the limit was not always enough; inconclusive = no clear call, values can overlap the other calls
Y pestis TopoI – inhibitors of Yersinia pestis topoisomerase I. Y. pestis Topo-I cleavage product accumulation, plate reader. activity, % at 10 µM. hit rate 0.064% among 360,000. AID 504884; in the data active = activity above about 50%, passing the limit was not always enough; inconclusive = no clear call, values can overlap the other calls; also: inactives centre near 2
PrPC TRFRET – reduces human prion protein on the cell surface | P04156 | cell surface PrPC, TR-FRET read-out | inhibition, % at 13.8 µM | hit rate 0.43% among 370,000 | AID 720596; in the data active = inhibition above about 24%; also: 0% = median of the test wells and 100% = reference compound wells
* = called active by the depositor; u = inconclusive; x = no result given. Rule as the data show it, unless noted: active = inhibition above about 30%; inconclusive = no clear call, values can overlap the other calls; inactive = below that.

SMILES	BoNT A protease	TcdB GH inh	PfHsp40 rescue	Anthrax LF inh2	CCHFV vOTU inh	BoNT-F LC inh	FadD28 FP inh	Y pestis TopoI	PrPC TRFRET
CCN(CC(=O)NCc1ccc(Cl)cc1)C(=O)CN1C(=O)NC(C)(c2ccccc2)C1=O (stereo not given)	-1.1	1.6	1.1	5	-5	2	-2.4	0	-6
CCCCC1CC2=C(C(=O)OC(C)(C)O2)C(c2ccc(F)cc2)O1 (stereo not given)	-2.0	0.2	x	4	21	-33	-1.5	x	6
O=C(CCc1ccccc1)Nc1cc2c3c(c1)CC(=O)N3CCC2	x	0.7	-0.5	x	1	x	-0.9	-3	-7
CS(=O)(=O)Nc1ccc(C2=NN(S(C)(=O)=O)C(c3ccccc3)C2)cc1 (stereo not given)	1.5	x	-1.4	-2	-54	8	-1.4	-5	-2
COC(=O)c1ccc2c(c1)C(=O)/C(=C/c1ccc(O)cc1)O2	1.6	x	3.3	2	-10	-4	0.2	-7	4
COc1ccc2[nH]c3c(=O)n(CCCCC(=O)NCCC(C)C)c(=S)[nH]c3c2c1	0.4	1.0	0.5	1	5	-3	-1.6	-6	-7
Cc1onc(-c2c(F)cccc2Cl)c1C(=O)Nc1sc2c(c1C(N)=O)CCC2	-0.7	x	-0.8	-3	1	-2	-0.1	2	2
Cc1nc(Nc2ccc(Cl)cc2Cl)sc1C(=O)Nc1ccccc1	-0.1	0.3	22	-2	0	-1	-6.2	0	9
O=C(OCC(=O)c1ccco1)c1ccc2ncsc2c1	-0.7	x	0.4	-1	-2	18	-3.5	-4	0
O=C(CCC(=O)Nc1ccccc1)NCCO	0.5	x	0.0	-5	-3	8	0.0	-5	-1
CCOc1ccc(Oc2ccc(NS(=O)(=O)c3cc(C(=O)O)ccc3Cl)cc2)cc1	-1.5	-12	1.8	0	16	-4	-6.7	-1	8
c1ccc2c(c1)nc1n2CCN1CCNC1CCCCC1	0.1	x	1.9	1	4	8	-1.5	-2	-6
CCCCN1CCC(=O)C(C(=O)OCC)=C1C(=O)OCC	-0.2	1.9	-1.2	-3	6	-4	0.1	-2	-9
CCC(=O)Nc1ccc2c(c1)ncn2-c1ccccc1	-7.9	x	1.5	0	-3	-10	-2.9	2	1
CCOC(=O)/C(=C/c1ccc(Cl)cc1)NC(=O)c1ccco1	-0.5	x	-1.6	0	1	-2	0.9	-11	-8
O=C(Nc1ccon1)C(Sc1ccccc1)c1ccccc1 (stereo not given)	u	x	-0.8	-3	-1	1	-4.4	10	0
N=c1n(Cc2ccccc2Cl)c2ccccc2n1CC(O)c1ccco1 (stereo not given)	0.1	0.5	-0.1	0	3	-2	-3.8	2	-7
CCOC(=O)C1=CCN(S(=O)(=O)c2ccccc2Br)C1c1ccc(C)cc1 (stereo not given)	-0.1	-0.5	x	1	8	-5	-3.8	x	1
Cc1ccc(C(=O)NCC(=O)N2CCc3ccccc3C2)cc1C	-6.5	0.2	0.0	-1	-8	u	-0.5	17	-2
O=C(Cn1nc(-c2ccco2)ccc1=O)Nc1ccc(Br)cc1	-0.9	-0.5	0.7	0	8	3	-1.9	-9	5

As a short view, 2 of the compounds above:
SMILES	BoNT A protease	TcdB GH inh	PfHsp40 rescue	Anthrax LF inh2	CCHFV vOTU inh	BoNT-F LC inh	FadD28 FP inh	Y pestis TopoI	PrPC TRFRET
CS(=O)(=O)Nc1ccc(C2=NN(S(C)(=O)=O)C(c3ccccc3)C2)cc1 (stereo not given)	1.5	x	-1.4	-2	-54	8	-1.4	-5	-2
COC(=O)c1ccc2c(c1)C(=O)/C(=C/c1ccc(O)cc1)O2	1.6	x	3.3	2	-10	-4	0.2	-7	4

More records
SMILES	BoNT A protease	TcdB GH inh	PfHsp40 rescue	Anthrax LF inh2	CCHFV vOTU inh	BoNT-F LC inh	FadD28 FP inh	Y pestis TopoI	PrPC TRFRET
O=C(CSc1nnc(-c2ccccc2)n1-c1ccc(Cl)cc1)NNC(=S)Nc1ccccc1	0.1	-0.4	9.0	0	-10	-1	-2.5	20	-5
O=C(CSc1nc2ccccc2[nH]1)Nc1ccc2c(c1)CCC2	0.3	1.1	2.2	-2	22	-3	-3.8	0	-4
COc1ccccc1CNC(=O)C1=C(C)C(=O)OC12CCC(C)CC2 (stereo not given)	-0.5	0.7	-0.4	10	-8	0	-3.9	-3	1
CCOc1ccc(NC(=S)Nc2ccc(OCc3ccccc3)cc2)cc1	-0.7	x	-0.9	-1	8	-8	-0.8	7	6
Nc1cc(=O)[nH]c(SCC(=O)c2ccc(F)cc2)n1	0.9	0.7	1.6	9	-15	0	-1.7	8	-1
O=C(NCc1ccccc1C(F)(F)F)c1cccc2c1C(=O)c1ccc(N3CCC(N4CCCCC4)CC3)cc1S2(=O)=O	13	1.7	x	28	12	2	-5.2	-8	2
CCOC(=O)C1CCCN(C(=S)Nc2cccc(Cl)c2)C1 (stereo not given)	-0.6	x	-0.8	0	-6	-1	-3.6	-8	3
Cc1ccc(Oc2nc(-c3ccccc3)ncc2S(=O)(=O)c2ccc(C)cc2)cc1	-0.9	x	0.1	-3	13	-19	-3.2	-4	-3
O=C(COc1ccc2ccccc2c1)NNC(=O)c1cnccn1	-2.2	x	-0.9	-2	1	-14	-1.5	-1	-4
O=C(Nc1nnc(-c2ccccc2SCc2ccccc2)s1)Nc1ccccc1F	0.0	x	0.5	0	x	2	-2.1	-7	x
O=C(NC1CCCCCC1)C1CCCN(S(=O)(=O)c2cnc[nH]2)C1 (stereo not given)	-0.6	0.7	0.3	-3	2	-8	-2.2	1	-5
CC12CC(NC(=O)N1c1cccc(C(=O)NCc3ccccn3)c1)c1ccccc1O2 (stereo not given)	0.2	0.8	2.9	1	7	-9	0.1	6	4
S=c1[nH]nc(-c2cc3c(s2)-c2ccccc2CC3)o1	0.7	x	-0.6	0	-146	-8	u	-1	-5
O=C(CNC(=O)c1ccncc1)N/N=C/c1ccccn1	-0.2	0.2	-0.2	0	-3	-3	-0.9	-5	2
COC(=O)c1ccc(NS(=O)(=O)c2ccccc2)o1	-0.7	4.4	x	-2	-7	4	-2.3	-13	-1
COc1ccc(CCNC(=O)Cc2ccc(OC)c(OC)c2)cc1OC	0.5	0.4	-0.5	0	2	3	-0.3	8	-2
CC1=NN(C(=O)c2ccccc2F)C(O)(c2ccc(Cl)cc2)C1 (stereo not given)	2.0	0.8	0.6	-8	4	28	-0.3	0	-3
CC1CCN(CCCCOc2ccccc2Br)CC1	5.7	1.1	2.8	0	-10	43*	2.7	11	-1
O=C(COC(=O)c1cc(S(=O)(=O)N2CCOCC2)ccc1F)Nc1cc([N+](=O)[O-])ccc1F	0.0	-0.6	0.6	2	0	-1	-3.5	-9	-16
CCCNC(=O)Nc1ccc(C(F)(F)F)cc1	0.1	2.1	1.2	-2	-10	-2	-2.0	-2	1
O=C(c1cc2ccccc2c(=O)o1)N1CCc2ccccc2C1	-0.7	x	0.6	0	8	6	0.2	-5	2
CC(=O)C1=C(C)OC(N)=C(C#N)C1c1cccc([N+](=O)[O-])c1 (stereo not given)	-0.2	-1.1	-1.6	-2	-3	-4	-0.8	6	-7
COc1ccc(Br)cc1CNC(=O)CCC(=O)N1CCSc2ccccc21	-0.8	0.5	-0.8	6	-6	-2	-5.3	22	5
Cc1ccc(-n2nc(C)c3onc(C)c3c2=O)cc1	u	1.6	-0.5	-10	-11	u	-3.5	-2	4
CCOC(=O)Nc1cc(N)ncn1	0.2	0.7	-0.1	-4	7	-12	u	5	-1
Cc1cc(C)[n+](-c2ccc(F)cc2)c2[nH]c(=O)[nH]c(=O)c12	0.8	-0.1	-1.4	-1	-368	13	0.7	-2	-2
O=C(Nc1cccc(NC(=O)c2cccs2)c1)c1ccc([N+](=O)[O-])o1	-0.3	1.5	2.9	5	9	-10	-2.4	-3	3
COC(=O)CNC(=O)c1ccc(=O)oc1	0.6	x	-0.4	-8	10	-2	0.3	-1	-8
O=C1CCC(=O)c2ccc3c4c(ccc1c24)CC3	0.5	-0.1	1.1	-4	-39	8	-1.3	-4	-10
COC(=O)[C@H]1C[C@@H]1[C@H](NP(=O)(c1ccccc1)c1ccccc1)c1ccccc1	-0.5	0.9	-0.5	-4	-8	6	-0.7	5	1
CCn1c(SCC(=O)NC2CCCC2)nc2c1c(=O)n(C)c(=O)n2C	-0.1	0.4	-0.6	-9	-8	-4	-4.2	2	3
COc1ccccc1NS(=O)(=O)c1cccc(C(=O)NNC(=O)C(NC(N)=O)C(C)C)c1 (stereo not given)	0.3	0.4	-0.5	-1	29	1	-5.5	5	-8
COc1cccc(C(=O)Nc2ccc3c(c2)OCO3)c1OC	-1.0	2.2	1.6	2	4	0	-3.7	6	-7
O=C1NC[C@@H](CCCCN2C[C@H](Cc3ccc(O)cc3)N(CCc3ccc(O)cc3)C(=O)C2=O)N(Cc2ccccc2)C1=O	-1.4	1.8	x	-5	0	1	x	x	-5
Nc1nc(SCc2c(F)cccc2Cl)[nH]c(=O)c1-c1ccccc1	4.0	x	-1.0	-1	-1	4	-0.7	18	9
COc1ccc(CCN(Cc2cc3cc(C)ccc3[nH]c2=O)C(=O)N2CCCC2)cc1OC	-0.4	x	-1.2	-12	-10	-2	-0.2	2	4
Cc1c(NC(=O)CSc2nnnn2Cc2ccccc2)c(=O)n(-c2ccccc2)n1C	-0.9	x	0.3	0	21	-6	0.8	-7	7
O=[N+]([O-])c1cc2c(cc1Br)-c1ccccc1C2	-0.2	1.3	x	6	-16	0	-1.2	11	-13
COc1cccc(NC2=C(C#N)C(=O)NC(c3cccc(OC)c3O)S2)c1 (stereo not given)	-3.4	0.5	0.7	12	-3	u	1.2	4	-1
Cc1ccc(S(=O)(=O)N(CCC#N)CCN2CCCC2)cc1	0.1	x	1.2	2	1	5	-4.0	-5	-5
COc1ccc(N(C(=O)c2ccco2)C(C(=O)NC2CCCC2)c2ccc(OC)c(OC)c2)cc1 (stereo not given)	-2.2	0.4	0.1	-6	0	-12	-3.3	9	1
Cc1cc(=O)oc(C)c1C(=O)N[C@@H]1CCCCNC1=O	0.0	x	-0.3	-6	-2	-5	-1.2	0	4
Cc1ccc(S(=O)(=O)CCSc2cccc(C(=O)O)c2)cc1	-3.2	4.5	-0.2	-2	-11	5	-1.9	9	8
CCN(CC(=O)NC1CCS(=O)(=O)C1)S(=O)(=O)c1ccc(C)cc1C (stereo not given)	-0.6	1.0	-0.9	-2	-7	0	-2.9	-3	0
COc1ccc(C(=O)n2nc(C)cc2C)cc1Br	-0.6	x	3.8	-14	-1	-2	-1.3	4	-1
CCN(CC)Cc1c(O)c(Cl)cc2c(C)cc(=O)oc12	-0.1	-0.3	-1.8	3	-335	0	-1.6	-10	-1
O=C(c1ccco1)c1cc2c(ccc3ccccc32)oc1=O	2.8	x	-0.4	3	-15	3	-2.2	-5	-1
Cc1ccc(S(=O)(=O)N[C@H](C(=O)N2CCC3(O)CCCCC3C2)c2ccccc2)cc1 (stereo not given in full)	-0.6	x	-1.7	0	-2	3	0.3	18	-3
CC(C)NC(=O)C1CC(=O)N(c2ccc(F)c(Cl)c2)C1 (stereo not given)	-0.4	x	-1.2	3	6	14	-1.5	1	-6
CC(=O)Nc1ccc(S(=O)(=O)Nc2ncccn2)cc1	0.5	x	-1.2	-1	-1	1	-3.5	-6	1
COc1cccc(CC(O)CC2c3c(cc4c(c3OC)OCO4)CCN2C)c1 (stereo not given)	-0.1	6.6	-0.7	0	-14	8	-5.4	7	-3
C=CCOc1ccc2c(OC)c3ccoc3nc2c1OC	-0.2	x	-1.2	1	-46	15	-3.0	1	-17
O=C(CC1OC(=O)c2ccccc21)NC1CCCCC1 (stereo not given)	-0.1	x	-1.9	-2	3	-5	-2.7	3	2
COc1ccc(C(C(=O)NC2CCCC2)N(C(=O)Cc2cccs2)C2CC2)cc1OC (stereo not given)	1.0	0.3	-0.4	0	2	2	-1.1	-10	-2
